# High-throughput results as filed in PubChem BioAssay.
# TR SRC2 fluor cs = counter-screen for TRb-SRC2 inhibitors: fluorescence interference | TRb/SRC2 Texas Red total fluorescence interference | Potency, µM (doses to about 106 µM), for the others: top-dose fluorescence change, negative = quenching | 280,000 tested, 0.29% active; active = well fitted curve in either direction with a large enough effect; inconclusive = small, poorly fitted or top-dose-only effect; also: % is scaled to controls: 0 for no effect and ±100 for the full control effect
#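 Flags fluorescent or light-absorbing compounds by total fluorescence, S + 2P, at 555 nm excitation and 632 nm emission. Mixture: 20 nM Texas Red SRC2 peptide, 0.6 uM human TRb LBD, 1 uM T3, 5% DMSO; compound exposure 5 h at ambient temperature.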
# TRb SRC2 PPI = disrupts binding of human TR beta to SRC2; P10828; TRbeta-SRC2 peptide binding, fluorescence polarization; receptor liganded with 1 µM T3; Potency, µM (highest dose often 106 µM), for the others: at the top dose activity change, negative = inhibition, hits mostly inhibitors; 280,000 tested, 0.065% active; AID 1469;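 also: plate controls were bound peptide for no effect and peptide without receptor for full effect; nearly all actives have a fitted effect of over 50% in size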
#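 TRb LBD 0.6 uM + Texas Red SRC2 peptide 20 nM, 1 uM T3, Tris buffer w/ 5% DMSO; compound pinned, 5 h RT; FP read ex 555/em 632; normalized to unbound and bound controls.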
# SMN2 splice up = SMN2 splice variant enhancement; HEK293 SMN2-luciferase splicing reporter, luminescence, 30-36 h; Potency, µM (series often up to 46.1 µM), without a hit: at the top dose activity change, positive = activation, actives largely listed as activators; 210,000 tested, 2.8% active; also: % of control where 0% means no effect; nearly all actives have a fitted effect of over 55% in size
#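 HEK293 cells carry an SMN2 […]–luciferase reporter in which exon 7 inclusion puts luciferase in frame. Cells were plated 10-12 h before compound addition, then incubated 30-36 h at 37C. ONE-Glo luminescence was read; sodium butyrate at 4.5 mM final served as control.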
# RGS12 GoLoco inh = RGS12 GoLoco-Gai1 interaction inhibition | 230,000 tested, 0.44% active | P63096 | Gai1:RGS12 GoLoco peptide FP, rhodamine, 10 min | Potency, µM (doses to about 61.6 µM), for inactives: at the highest dose activity, negative = inhibition, hits mostly inhibitors; active = well fitted inhibition curve with a large enough effect, not every such curve was filed as active; inactive = no such curve, though single readings can be large or run the other way; also: % is scaled to controls: 0 for no effect and ±100 for the full control effect; nearly all actives have a fitted effect of over 30% in size; many of its hits are not listed in these tables
# LMNA splice mod = modulators of lamin A splicing; HeLa LMNA splicing GFP/RFP minigene ratio, 48 h; Potency, µM (series often up to 46.1 µM), for inactives: at the highest dose ratio change, negative = inhibition, most hits filed as inhibitors; 200,000 tested, 0.01% active; active = well fitted inhibition curve with a large enough effect in the signal ratio, with a control signal flat, not every such curve was filed as active; inconclusive = small, poorly fitted or top-dose-only effect, or effect the other way, or a change in a side signal; the % refers to the signal ratio; also: % is scaled to controls: 0 for no effect and ±100 for the full control effect
#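 Read-out is the ratio of GFP to DsRed2 object intensity, acquired by 488 nm laser-scanning cytometry on HeLa lamin A-EGFP minigene reporter cells. Compound incubation 48 hrs at 37 °C in Opti-MEM with 2% FBS; DMSO 0.5% final.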
# KDM4E inh = inhibitors of human JMJD2E histone demethylase; B2RXH2; Potency, µM (highest dose often 57.1 µM), without a hit: at the top dose activity change, negative = inhibition, usual class: inhibitors; 230,000 tested, 1.6% active; JMJD2E catalytic domain, FDH-coupled NADH fluorescence (FDH is formaldehyde dehydrogenase); AID 2147; active = well fitted inhibition curve with a large enough effect, not every such curve was filed as active; inconclusive = small, poorly fitted or top-dose-only effect, or another doubt; inactive = no such curve, though single readings can be large or run the other way;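 also: 0% = wells with enzyme and -100% = buffer wells without enzyme; nearly all actives have a fitted effect of over 50% in size; many of its hits are not listed in these tables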
# Target sequence (B2RXH2 1-337 limits assumed): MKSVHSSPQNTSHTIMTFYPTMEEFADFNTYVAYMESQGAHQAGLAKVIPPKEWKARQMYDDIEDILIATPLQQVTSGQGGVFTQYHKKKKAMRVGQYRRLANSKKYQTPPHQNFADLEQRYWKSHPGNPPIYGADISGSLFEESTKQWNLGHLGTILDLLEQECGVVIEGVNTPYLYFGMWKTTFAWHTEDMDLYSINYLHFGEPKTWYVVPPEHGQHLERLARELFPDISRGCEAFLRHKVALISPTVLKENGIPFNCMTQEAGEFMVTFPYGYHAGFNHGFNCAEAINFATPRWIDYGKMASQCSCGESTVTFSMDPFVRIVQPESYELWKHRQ
# ALDH1A1 block = blocks purified human ALDH1A1 activity; Potency, µM (doses to about 75.3 µM), for the others: at the top dose activity, negative = inhibition, hits mostly inhibitors; Purified ALDH1A1, NADH fluorescence, propionaldehyde substrate; AID 1030; 220,000 tested, 7.3% active; P00352; active = well fitted inhibition curve with a large enough effect, not every such curve was filed as active; inconclusive = small, poorly fitted or top-dose-only effect, or another doubt; inactive = no such curve, though single readings can be large or run the other way;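 also: plate controls were no enzyme wells and a reference inhibitor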
# RECQ1 inh = RECQ1 (human) helicase inhibition. RECQ1 DNA unwinding, red fluorescence kinetic read. Potency, µM (doses to about 57.3 µM), for inactives: at the top dose activity, negative = inhibition, most hits filed as inhibitors. AID 2549. P46063. 240,000 tested, 0.54% active;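 also: plate controls were vehicle for no effect and no enzyme for full effect; nearly all actives have a fitted effect of over 30% in size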
# Target sequence (P46063 whole entry, looked up): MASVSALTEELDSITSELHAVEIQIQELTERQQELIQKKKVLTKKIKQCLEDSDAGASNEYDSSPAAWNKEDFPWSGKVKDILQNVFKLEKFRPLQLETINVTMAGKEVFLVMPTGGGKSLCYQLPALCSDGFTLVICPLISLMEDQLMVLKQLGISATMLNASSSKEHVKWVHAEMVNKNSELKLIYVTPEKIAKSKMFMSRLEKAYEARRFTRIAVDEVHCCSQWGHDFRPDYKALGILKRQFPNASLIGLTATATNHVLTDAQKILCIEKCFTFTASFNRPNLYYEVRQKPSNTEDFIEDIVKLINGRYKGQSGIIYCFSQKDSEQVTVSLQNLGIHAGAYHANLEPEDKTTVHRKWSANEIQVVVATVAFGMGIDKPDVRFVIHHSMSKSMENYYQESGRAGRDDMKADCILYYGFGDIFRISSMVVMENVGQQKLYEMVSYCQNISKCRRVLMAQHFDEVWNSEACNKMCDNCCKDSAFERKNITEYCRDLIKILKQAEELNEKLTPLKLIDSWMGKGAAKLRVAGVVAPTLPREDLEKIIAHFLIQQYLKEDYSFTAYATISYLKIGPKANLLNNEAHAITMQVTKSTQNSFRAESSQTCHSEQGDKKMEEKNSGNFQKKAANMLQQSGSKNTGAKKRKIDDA
#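 50 nM RECQ1T1 preincubated 15 min with compound in Tris pH 8.0 buffer with MgCl2, DTT, Tween-20 and 2.5 ug/ml poly(dI-dC); started with 200 nM TAMRA/BHQ-2 forked duplex and 2 mM ATP. Unwinding read as fluorescence (525/598 nm), two reads 2 h apart.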
# * hit, by the source's call; i = inactive; ? = inconclusive; / = no result given; & = joins results of further samples; [ ] = another dose, or the depositor's remark. Unless noted, calls follow the shape of the dose curve; as a rule, active = well fitted curve in the direction sought with a large enough effect; inconclusive = small, poorly fitted or top-dose-only effect, or another doubt; inactive = no such curve, though single readings can be large; an effect the other way counts as inactive or inconclusive. Potency is read from the fitted curve at half-maximal effect. This is a subset. The share of hits here may be higher or lower than overall.
SMILES,TR SRC2 fluor cs,TRb SRC2 PPI,SMN2 splice up,RGS12 GoLoco inh,LMNA splice mod,KDM4E inh,ALDH1A1 block,RECQ1 inh
Cc1ccc(C2CC(c3cccc(C)c3)n3ncnc3N2)cc1 (stereo not drawn),-6%,0%,-5%,6%,-7%,2%,-3%,-13%
Cc1ccc([N+](=O)[O-])cc1S(=O)(=O)n1ccnc1C,0%,-2%,/,26%,?,-21%,-1%,-11%
Cn1c(=O)c2c(ncn2CC(=O)OCC(=O)Nc2cc(Cl)ccc2Cl)n(C)c1=O,8%,10%,11%,-11%,-14%,6%,3%,-5%
CC(Sc1nnc2ccccn12)C(=O)Nc1ccc(Cl)cn1 (stereo not drawn),-4%,-1%,/,-6%,4%,6%,15%,i
CCN1CCN(CC(=O)Nc2ccc3c(c2)OCO3)C(=O)C1=O,0%,3%,3%,-1%,-8%,5%,1%,-10%
CC1CC(C)CN(CCCNC(=O)c2csc3c2CCCC3)C1 (stereo not drawn),-8%,-2%,?,4%,?,-2%,-7%,-6%
COc1ccc(C(=O)Nc2cccc(-c3ccc4nncn4n3)c2)cc1,-4%,-1%,-5%,0%,3%[46 µM],1%,-8%,0%
CNc1nc(-c2ccc(N(C)C)cc2)nc2ccccc12,-6%,9%,10%,-7%,?,?,-12%,-30%
CCNc1ccc(S(=O)(=O)N(C)C)cc1NCC(=O)Nc1c(F)cccc1F,-3%,-15%,3%,12%,-4%,-2%,?,-3%
COc1cc(C2=Nc3ccc(Br)cc3C(c3ccccc3)N2CC(=O)NN)cc(OC)c1OC (stereo not drawn),0%,-7%,/,-7%,/,1%,24%,-15%
CN(CC(=O)Nc1ccc(N2CCOCC2)cc1)CC(=O)Nc1ccccc1[N+](=O)[O-],-1%,9%,-11%,7%,-14%,0%,-8%,-5%
Cc1ccc(OCCC(=O)Nc2ccc(F)c(Cl)c2)cc1,4%,1%,6%,2%,-13%,0%,9%,-4%
CCOc1ccc2nc(NC(=O)C3CCCO3)sc2c1 (stereo not drawn),1%,-3%,/,15%,-8%[46 µM],-5%,2%,12%
COc1cc(C(=S)NCc2ccccc2)cc(Br)c1O,-2%,-1%,/,-1%,-9%[46 µM],-21%,1.8µM*,-4%
c1ccc2c(c1)ncc1cccn12,0%,-1%,0%,-2%,10%,?,?,-14%
COc1ccccc1-c1nnc(NC(=O)C2=COCCO2)o1,1%[53 µM],3%[53 µM],19%,-4%,-7%,3%,7%,-13%
Cc1cccc(C)c1NC(=O)C[N+](C)(C)CC(O)COc1cccc2ccccc12 (stereo not drawn),-2%,2%,-12%,8%,2%[46 µM],-6%,10%,i
CC(C)c1ccc(NC(=O)C(c2ccccc2)N2CCOCC2)cc1 (stereo not drawn),-2%,1%,-7%,1%,-3%,4%,?,-8%
O=C(Nc1cccc(Cl)c1)ON=C1c2ccccc2-c2ccccc21,-6%,3%,-4%,9%,11%,-10%,-8%,-8%
O=C(CSc1nnc(-c2ccncc2)o1)Nc1ccccc1Cl,-1%,4%,?,8%,-4%,-3%,-5%,-9%
COc1cc(-c2cc(=O)c3ccccc3o2)ccc1O,-4%&-5%,-7%&-3%,?,3%&6%,?,?,-4%&-8%,-20%
Oc1ccccc1-c1cc(-c2ccco2)[nH]n1,-6%,5%,?,5%,-8%,?,14µM*,-14%
Cc1cc(C2=NNC(=NC3CC3)SC2)c(C)n1-c1ccccc1F,-3%,5%,-93%[inhibitor],58%[activator],?,5%,8.9µM*,0%
O=P(c1ccccc1)(c1ccccc1)c1nc(-c2ccc(Cl)cc2)oc1N1CCOCC1,-7%,3%,5%,13%,?,3.2µM*,?,19%
COc1ccc(Nc2nnc(SCC(=O)N3CC(=O)Nc4ccccc43)s2)cc1,-3%,-2%,/,-4%,/,-21%,?,i

# Entries of single compounds as entered above.
# `O=C(Nc1cccc(Cl)c1)ON=C1c2ccccc2-c2ccccc21` is listed with TR SRC2 fluor cs = -6%; TRb SRC2 PPI = 3%; SMN2 splice up = -4%; RGS12 GoLoco inh = 9%; LMNA splice mod = 11%; KDM4E inh = -10%; ALDH1A1 block = -8%; RECQ1 inh = -8%
# `CC(Sc1nnc2ccccn12)C(=O)Nc1ccc(Cl)cn1` (stereo not drawn) is listed with TR SRC2 fluor cs = -4%; TRb SRC2 PPI = -1%; SMN2 splice up = /; RGS12 GoLoco inh = -6%; LMNA splice mod = 4%; KDM4E inh = 6%; ALDH1A1 block = 15%; RECQ1 inh = i

# The list continues.
SMILES,TR SRC2 fluor cs,TRb SRC2 PPI,SMN2 splice up,RGS12 GoLoco inh,LMNA splice mod,KDM4E inh,ALDH1A1 block,RECQ1 inh
C=C(C)Cn1c(CCCNC(=O)C(C)(C)C)nc2ccccc21,-11%,-4%,-5%,-19%,-7%,-2%,0%,i
CCCCSc1cc(C)nc2ncnn12,-1%,-5%,-1%,-6%,1%,-1%,2%,7%
CSC1=NCCN1C(=O)c1ccc(C)cc1,-3%,-3%,21%,5%,?,10%,-3%,i
COc1cccc(CN2CCN(Cc3cc4ccccc4[nH]3)CC2CCO)c1 (stereo not drawn),0%,3%,/,25%,/,-18%,/,i
CCOC(=O)N1CCN(S(=O)(=O)N(C)C)CC1,2%,5%,-2%,9%,6%,6%,0%,i
OC(COCc1ccccc1)CN1CCN(c2ccccc2)CC1 (stereo not drawn),1%,1%,1%,-7%,12%,-18%,-4%,i
CCc1ccc(C(C)NC(=O)c2ccc(F)cc2)cc1 (stereo not drawn),3%,7%,-15%,-2%,?,-2%,?,-6%
O=C1N(Cc2cccc(Cl)c2)C[C@@H]2C[C@@H](c3cccn3-c3ccccn3)N3CCC[C@@]123,2%,-4%,/,102%[activator],/,-11%,?,-12%
CN(Cc1nc2ccc(F)cc2[nH]1)Cc1nc(CC2CC2)no1,0%[53 µM],2%[53 µM],/,1%,3%[46 µM],3%,-2%,14%
CC(=O)N1N=C(c2ccc(Br)cc2)OC1(C)CC(=O)Nc1ccccc1 (stereo not drawn),0%,0%,5%,7%,-3%,?,?,-10%
O=C1[C@H]2[C@@H](C(=O)N1c1cc(Cl)cc(Cl)c1)[C@]1(C(=O)Nc3ccccc31)N1CCC[C@@H]21,-3%,5%,-7%,43%[activator],-7%,-3%,?,i
COc1cc(C(=O)c2cocc2C(=O)c2ccc3c(c2)OCO3)cc(OC)c1OC,-2%,3%,/,-9%,/,3%,/,3%
Cc1cc(Oc2cnn(C(C)(C)C)c(=O)c2Cl)cc(C(C)C)c1,1%,-3%,-61%[inhibitor],-3%,-6%,-3%,-2%,5%
CCOC(=O)NN1C(=O)c2ccccc2NC1c1ccc(N(C)C)cc1 (stereo not drawn),112µM*[quencher],-11%,-7%,6%,-14%,?,18µM*,-10%
COc1cccc(CC2(CO)CCCN(Cc3cn[nH]c3-c3ccc(F)cc3)C2)c1 (stereo not drawn),-3%,-4%,/,3%,/,7%,-1%,i
Cn1cccc1/C=N/n1c(-c2ccc(C(C)(C)C)cc2)n[nH]c1=S,-7%,0%,-18%,7%,-5%,5%,?,-17%
O=S(=O)(c1ccc(F)cc1)N1CCCN(c2nccc(C(F)(F)F)n2)CC1,0%,-4%,/,1%,/,-11%,/,-13%
COc1ccc(OC)c(-c2cc(C(=O)NCc3cccs3)no2)c1,2%,-17%,3%,5%,-6%,?,?,-4%
O=C(C1CCN(c2nnc(-n3cccc3)s2)CC1)N1CCN(c2cccc(C(F)(F)F)c2)CC1,2%,0%,-32%[inhibitor],0%,?,4%,-3%,1%
N#Cc1c(N2CCOCC2)nc(-c2ccco2)c2c1CCCC2,0%,-2%,1%,-1%,15%,?,?,-10%
CC1(C)O[C@H]2O[C@@H]([C@H](O)CON3C(=O)c4ccccc4C3=O)[C@H](O)[C@H]2O1,1%[11.2 µM],3%[11.2 µM],/,/,/,/,24%[13.5 µM],0%[11.5 µM]
O=C(Cc1cc(=O)oc2cc(O)ccc12)NCC1CCC(C(=O)O)CC1 (stereo not drawn),2%,-6%,/,/,4%,?,?,-6%
COc1ccccc1CN(Cc1cc2cc(C)ccc2[nH]c1=O)Cc1nnnn1CC1CCCO1 (stereo not drawn),-12%,?,12%,-14%,1%,?,?,-5%
Cc1cnc(-c2nnc(N(C)C(=O)c3ccccn3)s2)cn1,0%,-6%,3%,4%,-1%,-1%,10%,-3%
Cc1ccc(C(=O)c2ccccc2C(=O)OCC(=O)NC(C)(C)C)cc1,0%,4%,-14%,71%[activator],?,2%,?,-17%
CCOC(=O)c1nn(-c2ccccc2C)c2nc(-c3ccc(C)cc3)c(C#N)c(=O)n12,2%,-10%,-2%,6%,0%,?,21%,-5%
CC1(C)Cc2noc(N)c2C(C)(C)N1OC(=O)c1ccco1,-2%,-1%,-5%,-7%,-13%,-6%,9%,-1%
Cn1cccc1CNC(=S)Nc1cc(F)cc(F)c1,3%,-10%,-12%,-13%,/,-1%,-11%,-8%

# Results in SMN2 splice up, LMNA splice mod and TR SRC2 fluor cs, for some of the entries so far:
Structure | SMN2 splice up | LMNA splice mod | TR SRC2 fluor cs
CCOC(=O)N1CCN(S(=O)(=O)N(C)C)CC1 | -2% | 6% | 2%
OC(COCc1ccccc1)CN1CCN(c2ccccc2)CC1 (stereo not drawn) | 1% | 12% | 1%
CCc1ccc(C(C)NC(=O)c2ccc(F)cc2)cc1 (stereo not drawn) | -15% | ? | 3%
O=C1N(Cc2cccc(Cl)c2)C[C@@H]2C[C@@H](c3cccn3-c3ccccn3)N3CCC[C@@]123 | / | / | 2%
